DNA FID counter: displaces DNA intercalator in HCV helicase counter-screen | DNA fluorescent intercalator displacement, fluorescence | inhibition, % at 7.9 µM | actives 0.17% (n = 290,000); in the data active = inhibition above about 37%;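 also: 0% = vehicle and 100% = reference compound; higher means more ethidium bromide displaced from hairpin DNA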
MEKK3 PB1 HTS: modulators (inhibitors or enhancers) of MEK5 binding to human MEKK3 PB1 domain. binding response (% of control), % at 10 µM. AID 1529. actives 1.4% (n = 290,000). Q99759. bead-based flow cytometry, Alexa488-MEK5 binding to MEKK3; actives lie on both sides; 0 = blocked by unlabeled MEK5, 100 = vehicle;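 active = binding response more than 3 SD above or below the average of its plate-row segment, actives on both sides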;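 also: Alexa488 bead fluorescence after subtracting the streptavidin-only scavenger bead signal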
PfM18AAP inh: PfM18AAP enzyme inhibition | actives 1.2% (n = 290,000) | inhibition, % at 7.35 µM | recombinant PfM18AAP, H-Glu-NHMec fluorogenic cleavage;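 active = inhibition above the campaign mean inhibition over all tested compounds plus 3 SD, cut at about 28% in these data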;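 also: 0% = plate median of test compound wells and 100% = 2 mM ZnCl2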
NALP1 inh: inhibitors of NALP1 inflammasome in yeast. S. cerevisiae NALP1/ASC/caspase-1 growth, X-gal OD620, 72 h. inhibition, % at 10 µM. actives 0.61% (n = 280,000); in the data active = inhibition mostly above about 24%, no sharp cut-off; inactive = mostly below about 32%; also: some compounds called inactive have numbers as strong as hits
GPR7 antag: antagonists of human GPR7 (neuropeptides B/W receptor 1). P48145. GPR7-expressing cells, fluorescence antagonist assay. inhibition, % at 4.4 µM. actives 1.1% (n = 290,000). AID 1861; in the data active = inhibition above about 16%, passing the limit was not always enough;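 also: cells stimulated with the agonist NPW; 0% = agonist with vehicle and 100% = vehicle without agonist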
Target sequence (P48145 whole entry, looked up): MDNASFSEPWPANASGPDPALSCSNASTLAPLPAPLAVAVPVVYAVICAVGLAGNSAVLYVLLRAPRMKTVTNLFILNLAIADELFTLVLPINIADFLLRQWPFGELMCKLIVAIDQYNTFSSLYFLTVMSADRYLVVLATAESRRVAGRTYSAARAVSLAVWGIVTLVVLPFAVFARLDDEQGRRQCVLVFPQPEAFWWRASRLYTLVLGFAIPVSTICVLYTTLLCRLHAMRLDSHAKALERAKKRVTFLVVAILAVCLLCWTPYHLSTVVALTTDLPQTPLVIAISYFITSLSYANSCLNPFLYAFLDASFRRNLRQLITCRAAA
MEKK2mut PB1 HTS: signal of MEK5 binding to mutant human MEKK2 PB1 domain | bead flow cytometry, Alexa488-MEK5 binding to MEKK2 mutant | percent response, % at 10 µM | actives 0.35% (n = 290,000) | AID 1530; in the data active = percent response above about 24%, passing the limit was not always enough; also: inactives centre near 1; some results filed as inactive read as strong as hits; reference of the scale not given here
PHOSPHO1 block: blocks human PHOSPHO1 phosphatase activity | inhibition, % at 13.3 µM | AID 1565 | actives 1.1% (n = 290,000) | recombinant PHOSPHO1, absorbance phosphatase assay | Q8TCT1; in the data active = inhibition above about 60%
Target sequence (Q8TCT1 whole entry, looked up): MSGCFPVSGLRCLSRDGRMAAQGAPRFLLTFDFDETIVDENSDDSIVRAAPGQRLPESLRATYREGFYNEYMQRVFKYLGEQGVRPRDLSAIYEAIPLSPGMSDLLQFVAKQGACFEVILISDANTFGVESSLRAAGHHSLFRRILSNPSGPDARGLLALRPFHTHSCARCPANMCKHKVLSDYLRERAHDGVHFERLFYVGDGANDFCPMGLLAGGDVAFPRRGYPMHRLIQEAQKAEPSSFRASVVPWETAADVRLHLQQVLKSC
OXTR ag: agonists of human oxytocin receptor | P30559 | CHO-OTR cells, Fluo-8 calcium fluorescence; normalized: DMSO 0%, oxytocin 100% | activation, % at 3 µM | actives 0.32% (n = 320,000);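 active = activation above the mean of all tested compounds plus 3 SD, cutoff set per screening run, cut at about 20% in these data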;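 also: peak over basal fluorescence ratio from a 100 s FLIPR kinetic read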
Target sequence (P30559 whole entry, looked up): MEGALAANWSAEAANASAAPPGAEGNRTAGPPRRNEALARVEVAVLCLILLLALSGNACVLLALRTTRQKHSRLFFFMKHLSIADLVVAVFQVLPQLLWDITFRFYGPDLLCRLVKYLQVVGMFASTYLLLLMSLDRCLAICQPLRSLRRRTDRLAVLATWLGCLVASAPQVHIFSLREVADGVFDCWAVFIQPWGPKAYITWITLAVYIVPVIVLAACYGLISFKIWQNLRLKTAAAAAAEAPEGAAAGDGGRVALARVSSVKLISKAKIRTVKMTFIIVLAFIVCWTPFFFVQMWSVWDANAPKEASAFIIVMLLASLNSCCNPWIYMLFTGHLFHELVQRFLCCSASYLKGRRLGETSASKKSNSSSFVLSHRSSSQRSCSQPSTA
MEKK2 WT-MEK5: raises or lowers MEK5 binding to wildtype human MEKK2 PB1 domain; Q9Y2U5; AID 1531; binding response (% of control), % at 10 µM; bead flow cytometry, Alexa488-MEK5 binding to MEKK2 WT; actives lie on both sides; actives 1.1% (n = 290,000); in the data active = binding response below about 67% or above about 130%
* = called active by the depositor; · = no result given; & = joins results of further samples.

SMILES	DNA FID counter	MEKK3 PB1 HTS	PfM18AAP inh	NALP1 inh	GPR7 antag	MEKK2mut PB1 HTS	PHOSPHO1 block	OXTR ag	MEKK2 WT-MEK5
CCn1c(C)nc2cc(C(=O)NNC(=O)CCC3CCCCC3)ccc21	-17	105	-9	6	-7	2	-1	0.1	104
O=S(=O)(c1ccc(Cl)cc1)c1cnc(-c2cccnc2)nc1-c1ccccc1	-2	103	-2	4	-14	0	42	0.7	99
COc1ccc(-c2cc(C)no2)cc1S(=O)(=O)Nc1cccc(C)c1	-28	100	-1	7	2	0	12	1.2	96
O=c1cc(C(F)F)oc2c1ccc1ccccc12	-1	97	-11	-26	-11	-3	1	-1.7	97
Cc1nn(C)cc1C(C)Nc1nc2nonc2nc1N1CCCCC1 (configuration not stated)	-3	101	-2	13	5	-2	23	-0.5	97
c1ccc(Cn2c(Nn3cnnc3)nc3ccccc32)cc1	-10	103	24	27	-6	8	-7	0.2	108
CC(=O)N1CC2(CC(=O)OC(C)C)CN(C(C)=O)CC(CC(=O)OC(C)C)(C1)C2=O	-9	107	-8	0	-14	11	-25	·	107
O=C1NCCN1CCN1C(=O)c2ccccc2NC1c1ccccc1 (configuration not stated)	-8	103	-1	·	-6	7	46	-0.5	101
CC(C)OC(=O)c1ccc(OC(=O)c2cccnc2)cc1	-3	105	-5	34	-12	6	-11	0.6	104
C=C(C)CNC(=O)c1ccc2nc(Cc3ccc(OC)cc3)oc2c1	-28	103	1	8	-13	4	30	-0.3	109
CCCc1cc(=O)[nH]c(SCC(=O)c2cc(C)n(-c3c(C)n(C)n(-c4ccccc4)c3=O)c2C)n1	-36	103	0	-17	-7	4	20	0.7	108
CC(=O)OCCNc1cc(Sc2nc3ccccc3[nH]2)c2nonc2c1[N+](=O)[O-]	13	113	-62	35	33*	0	-2	-0.8	106
Cc1ccc(C(=O)NC(=S)NCc2ccccc2)cc1	-18	104	-4	9	-19	8	19	-1.6	98
CN(C)S(=O)(=O)N1CCN(Cc2ccccc2)CC1	2	104	9	-4	-2	6	11	0.3	104
NC(=O)CC1C(=O)N(c2ccccc2)C(=S)N1NC(=O)c1ccccc1 (configuration not stated)	-6	93	11	0	4	-5	9	·	97
Nc1nnc(Cc2ccccc2F)s1	-6	97	6	-16	-6	-3	24	0.1	96
c1ccc(OCCSc2nc3ccccc3o2)cc1	-8	94	2	18	-19	-3	20	-2.0	91
O=C(N/N=C1/CCSC1)c1cc(Br)ccc1O	0	107	24	6	-1	-2	44	11	104
Cc1cccc(-c2noc(CN(C)S(=O)(=O)c3cc(Cl)ccc3Cl)n2)c1	-9	83	-8	15	-17	-5	-17	2.9	87
CC(=O)Nc1ccccc1NS(=O)(=O)c1ccc(Cl)cc1	-1	90	11	-2	8	-6	-2	0.2	90
C/C=C1\C(OC2OC(CO)C(O)C(O)C2O)OC=C(C(=O)OC)C1CC(=O)OCC1C(C)C(OC(=O)CC2C(C(=O)OC)=COC(OC3OC(CO)C(O)C(O)C3O)/C2=C\C)CC1C(CO)CO (configuration not stated)	-44	67	9	-6	8	4	-4	0.9	66
CCOC(=O)c1c(C)c(-c2ccccc2)n(CC(=O)N2CCN(C)CC2)c1C	7	111	0	-2	10	10	-12	-0.1	114
COc1ccc(CNC(=O)c2c(-c3cc(Cl)c(OC)c(Cl)c3)noc2C)cc1	-6	106	2	-1	-10	0	-21	0.0	103
CC(C)CCn1c(SCC(=O)c2ccccc2)nc2c1c(=O)[nH]c(=O)n2C	-1	92	16	·	-5	-6	-20	-1.0	94
Cc1cc(NC(=O)C2CC(c3ccc(F)cc3)=NO2)no1 (configuration not stated)	-7	101	-8	-4	-15	7	-5	-0.5	107
CC1CCCN(C(C(=O)Nc2ccc(C(C)C)cc2)c2ccc3c(c2)OCO3)C1 (configuration not stated)	2	92	1	-2	-9	-6	-4	-1.1	107
O=C(CSC1=NCCS1)N1CCCC1	0	99	-5	-6	-6	9	-6	0.3	98
Cc1cc2cc3c(cc2nc1SCC(=O)O)OCCO3	-7	95	6	2	4	1	17	-0.2	96
C=CCOC(=O)C1=C(C)NC(C)=C(C(=O)OCC=C)C1c1cccs1	-20	99	2	-5	-14	-4	15	-1.6	98
Nc1nnc(COc2ccc(Br)cc2Br)s1	-4	104	7	27	4	7	3	1.7	104
O=C(O)CCc1ccc(-c2ccccc2)n1NC(=O)c1sc2ccccc2c1Cl	-30	99	4	-3	-1	-1	18	0.5	93
Cc1ccc(C)c(NC(=S)NC2CC3CCC(C2)N3Cc2ccco2)c1 (configuration not stated)	7	97	-1	-7	-4	3	15	1.2	103
CN1CCN(c2nc3c(c(=O)[nH]c(=O)n3C)n2CCOc2ccccc2)CC1	1	101	-2	·	-1	5	37	·	104
O=C(NC1CCCCC1)[C@H](CSCc1ccccc1)N1Cc2ccccc2C1=O	-10	110	2	24	-3	5	-4	-1.2	93
CCN1C(=O)N(C)[C@@H](c2ccccc2)C(C(C)=O)=C1C	·	106	·	·	·	2	·	-1.1	104
CCSc1nnc(NC(=O)CCn2c(=O)oc3ccccc32)s1	·	100	·	-1	·	7	8	1.4	94
Cn1c(CSCc2ccc(Cl)cc2)nnc1SCC(=O)Nc1nccs1	-5	104	-4	-3	-8	-3	-17	12	101
Cc1ccc(Cn2c(CCCO)nc3ccccc32)cc1	-12	111	2	-4	-16	23	-156	-0.1	113
COc1cc(NC(=O)Cn2ccsc2=N)c(C)cc1[N+](=O)[O-]	4	103	6	0	-10	11	20	0.0	110
CCN(CC)CC(C)(C)COC(=O)c1oc2ccccc2c1C	3	86	-3	6	-14	-12	20	-0.8	93
c1ccc(OCCN2CCN(C(c3ccccc3)c3ccccc3)CC2)cc1	17	98	-7	12	-11	5	29	-1.8	120
CC(=O)Nc1sc2c(c1C(N)=O)CCC2	-3	109	-5	-104	-4	4	-1	-1.7	102
CCOC(=O)CSc1nc2cc(OCC)ccc2cc1C#N	-1	103	0	-23	2	0	-14	-2.9	104
CCOC(=O)CCCCC(=O)c1[nH]c(=O)[nH]c1C[n+]1ccc(C)cc1	-10	98	3	-5	-14	3	20	0.3	98
Cc1ccc(NS(=O)(=O)c2cc(NC(=O)c3cc4c(s3)CCCC4)ccc2C)c(C)c1	-3	115	-7	33	-7	-1	-10	-1.3	96
O=c1[nH]n(CCO)c(=O)c2cccnc12	3	92	-2	·	-9	-19	32	-1.0	95
O=C(NNC1=C(C(=O)C(F)(F)F)CCC1)c1cccc(Cl)c1	-4	98	-1	-9	5	3	-6	-1.4	100
Cc1ccn2cc(-c3cccc(NC(=O)C(C)C)c3)nc2c1	5	87	2	2	8	-14	37	-0.8	77
CCOc1cc(/C=C2\C(=O)N(CCC#N)N=C2C)ccc1OCC(N)=O	-1	99	1	-5	-4	-5	37	0.8	97
O=C(Cc1c(F)cccc1Cl)Nc1ccc(S(=O)(=O)N2CCCC2)cc1	-24	106	-2	9	-8	8	17	0.4	109
Additional structures:
SMILES	DNA FID counter	MEKK3 PB1 HTS	PfM18AAP inh	NALP1 inh	GPR7 antag	MEKK2mut PB1 HTS	PHOSPHO1 block	OXTR ag	MEKK2 WT-MEK5
CCN1CCC[C@H]1CNC(=O)c1cc(S(N)(=O)=O)ccc1OC	-3	111&98	3	15	-12	5&-5	44	1.0	113&93
O=C(NCCc1ccc2c(c1)OCCO2)c1cc2ccccc2o1	-19	100	-10	18	-3	-4	-18	8.6	97
COCCn1c(=O)[nH]c2cc(C(=O)Nc3ccc(OC)c(Cl)c3)ccc2c1=O	-7	100	-3	19	0	0	7	0.2	98
Cc1cccc(OCC(=O)Nc2cc(C)c(C)cc2O)c1	-7	94	4	13	8	-6	7	-0.5	91
Cc1ccccc1-n1nc(C)c2cc(C(=O)NC3CC3)sc21	-19	100	-5	6	-11	1	16	-1.3	99
C=CCOC(=O)CN1C(=O)c2ccccc2C1=O	5	102	2	-3	-6	3	-12	-0.4	99
CCOc1ccccc1OCCN1CCC(Cc2ccccc2)CC1	21	92	4	41	13	-2	-16	2.3	99
CC(C)CC(=O)NC(=S)Nc1ccc(NC(=O)c2ccco2)cc1	-21	95	-2	20	4	-2	11	3.5	98
CCCCC1=CC2=C(c3ccco3)C(=O)C(C)(OC(=O)c3ccc(OC)cc3)C(=O)C2=CN1Cc1ccc(OC)cc1 (configuration not stated)	·	104	·	·	·	2	22	·	86
COCCNC(=O)C(=O)N/N=C/c1cccs1	1	101	-4	-6	-13	4	65*	0.3	99
Cc1cccc(-c2cc(C(=O)NCc3ccccn3)c3ccccc3n2)c1	-10	99	-5	23	-6	0	-14	-1.2	108
C=CCn1c(SCN2C(=O)c3ccccc3C2=O)nc2ccc(Cl)cc2c1=O	-5	109	3	9	-16	4	-6	0.0	105
O=[N+]([O-])c1ccc(S(=O)(=O)N/N=C/c2ccc3c(c2)OCO3)cc1	5	107	4	-2	-5	-1	16	0.5	103
COCCSc1ccccc1C(=O)Nc1ccc(Cl)cn1	-8	101	2	22	-8	0	-6	-1.8	101
COc1ccccc1C(=O)Nc1cccc(NC(=O)c2ccccc2OC)n1	-22	103	-3	7	-22	2	8	-0.3	106
Cc1nc2c(-c3ccc(Cl)cc3)cnn2c(N)c1-c1ccc(F)cc1	-3	107	-4	-1	-8	12	·	1.8	113
O=C1CC(c2ccc(O)cc2)Oc2cc(O)ccc21 (configuration not stated)	·	103	·	·	·	2	·	1.4	103
Cc1nc2cnccc2n1C	1	105	-7	-11	-10	0	-6	1.1	98
CCCCOc1ccc(Cl)cc1CSc1nnc(C)n1N	-11	101	-2	13	-11	2	-3	-0.8	100
O=C(Nc1cccc(Cl)c1)c1ccc(NCC2CCCO2)c([N+](=O)[O-])c1 (configuration not stated)	3	109	-2	26	2	4	-4	-0.9	110

The final six entries of the part above come first, to join the parts.
SMILES	DNA FID counter	MEKK3 PB1 HTS	PfM18AAP inh	NALP1 inh	GPR7 antag	MEKK2mut PB1 HTS	PHOSPHO1 block	OXTR ag	MEKK2 WT-MEK5
COc1ccccc1C(=O)Nc1cccc(NC(=O)c2ccccc2OC)n1	-22	103	-3	7	-22	2	8	-0.3	106
Cc1nc2c(-c3ccc(Cl)cc3)cnn2c(N)c1-c1ccc(F)cc1	-3	107	-4	-1	-8	12	·	1.8	113
O=C1CC(c2ccc(O)cc2)Oc2cc(O)ccc21 (configuration not stated)	·	103	·	·	·	2	·	1.4	103
Cc1nc2cnccc2n1C	1	105	-7	-11	-10	0	-6	1.1	98
CCCCOc1ccc(Cl)cc1CSc1nnc(C)n1N	-11	101	-2	13	-11	2	-3	-0.8	100
O=C(Nc1cccc(Cl)c1)c1ccc(NCC2CCCO2)c([N+](=O)[O-])c1 (configuration not stated)	3	109	-2	26	2	4	-4	-0.9	110
CCCc1cc(C(=O)NNC(=S)Nc2cccc(C)c2)cs1	-14	129*	2	11	-1	0	18	-0.8	106
COc1ccc(CCNC(=O)[C@H](CC(C)C)NC(=O)N2CCn3c2nc2ccccc23)cc1OC	-56	100	1	10	3	0	-6	-1.1	98
COc1cc(/C=C2/SC(=O)N(CC(=O)N3CCCC3)C2=O)ccc1Oc1ccc([N+](=O)[O-])cn1	-20	102	8	15	-21	0	11	0.7	98
COC(=O)c1[nH]c2ccc(Br)cc2c1NC(=O)C(C)N1CCN(C2CCCCC2)CC1 (configuration not stated)	9	110	2	6	-5	9	3	-0.3	116
Cc1ccc(CNC(=O)CN2CCCC(C)C2)cc1 (configuration not stated)	-2	101	-6	25	-9	-2	13	0.3	104
COc1ccc(/C=C/C(=O)NC(=S)NNC(=O)c2ccco2)cc1	-17	89	8	-49	5	1	5	1.1	98
